mIAP act: activators of mouse IAP, primary screen, biochemical, luminescence, uHTS; activation factor at 10 µM; muIAP, CDP-Star luminescence, 30 min; active compounds read high; 1 = vehicle-only enzyme signal, 0 = enzyme-free wells; 0.24% of 330,000 active;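 active = activation factor of at least 2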; note: the source names both 10 and 20 µM as test concentration; values of inactives mirror those of a sister screen read the other way
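System: Mouse IAP enzyme | Also added: CDP-Star substrate | Dosing: Compounds dispensed in DMSO | Schedule: 30 min enzyme-substrate-compound incubation at room temperature | Technique: Chemiluminescence readout | Control set: DMSO-only wells and no-enzyme negative control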
mIAP inh: inhibitors of mouse IAP, primary screen, biochemical, luminescence, uHTS | purified mouse IAP, CDP-Star luminescence, 30 min | inhibition, % at 10 µM | 0.2% of 330,000 active | AID 2806, 2010;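 active = inhibition of at least 40% at 10 µM in the primary screen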;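 note: plate controls were DMSO with enzyme for no effect and no enzyme wells for full effect; values of inactives mirror those of a sister screen read the other way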
beta cell repl: inducers of MIN6 beta-cell proliferation, primary screen, ATP luminescence, uHTS; MIN6 cells proliferation, ATPlite luminescence, 48 h; cells starved in 0.2% serum; 100% = growth in 10% serum; 0.29% of 330,000 active; proliferation, % at 10 µM; AID 2380, 2010;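 active = compounds whose signal lies at least 3.5 SD above the mean of all wells on their plate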;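 note: 0% = DMSO-treated cells in low-serum medium and 100% = 10% serum control; some compounds called inactive have numbers as strong as hits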
A3G deaminase: APOBEC3G DNA deaminase inhibitors, primary screen, biochemical, fluorescence, single-stranded DNA substrate, uHTS; DNA dC->dU-editing enzyme APOBEC-3G (Homo sapiens), Q9HC16; recombinant A3G, ssDNA deamination FAM/TAMRA fluorescence; inhibition, % at 20 µM; 0.28% of 330,000 active; AID 493012, 2011;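 active = inhibition of at least 40% at 20 µM, with no more than 30% in the related APOBEC3A deaminase screen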;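 note: plate controls were DMSO wells with A3G for no effect and wells lacking A3G enzyme for full effect; some compounds called inactive have numbers as strong as hits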
Target sequence (Q9HC16 whole entry, looked up): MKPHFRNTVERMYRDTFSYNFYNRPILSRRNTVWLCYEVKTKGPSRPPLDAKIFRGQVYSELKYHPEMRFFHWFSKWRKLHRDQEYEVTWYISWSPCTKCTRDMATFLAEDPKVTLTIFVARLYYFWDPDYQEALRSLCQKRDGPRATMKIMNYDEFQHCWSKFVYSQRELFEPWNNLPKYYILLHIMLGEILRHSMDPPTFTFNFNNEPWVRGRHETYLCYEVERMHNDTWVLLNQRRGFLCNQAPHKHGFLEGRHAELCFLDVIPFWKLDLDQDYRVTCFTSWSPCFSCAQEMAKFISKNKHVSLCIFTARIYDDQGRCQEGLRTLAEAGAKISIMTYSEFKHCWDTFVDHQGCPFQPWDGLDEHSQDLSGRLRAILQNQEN
SENP1 inh: human SENP1 catalytic domain inhibitors, primary screen, biochemical, FRET, uHTS; Sentrin-specific protease 1 (Homo sapiens), Q9P0U3; recombinant SENP1 catalytic domain, CyPet-SUMO1-YPet FRET cleavage; inhibition, % at 10 µM; 0.21% of 360,000 active; AID 624204, 2012;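 active = inhibition at least 30% at 10 µM, raw YFP signal under a set limit, fluorescence ratio 0.5 to 1.5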;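 note: 0% = enzyme with DMSO and 100% = no enzyme wells; some results filed as inactive read as strong as hits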
Target sequence (Q9P0U3 419-644 limits assumed): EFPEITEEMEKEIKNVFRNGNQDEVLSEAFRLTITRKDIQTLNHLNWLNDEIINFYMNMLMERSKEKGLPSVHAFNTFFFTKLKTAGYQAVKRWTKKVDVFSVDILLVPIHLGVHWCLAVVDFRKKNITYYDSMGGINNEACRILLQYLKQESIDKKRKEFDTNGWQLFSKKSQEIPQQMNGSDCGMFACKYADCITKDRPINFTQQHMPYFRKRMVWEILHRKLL
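Assay system – human recombinant His6-tagged SENP1 catalytic domain enzyme · Input – SENP1 enzyme, 20 pM final · Buffer or medium – Tris pH 8 buffer plus EDTA, NaCl, BME, BSA, NP40, catalase · Schedule – 50 min reaction at room temperature · Technique – FRET read of cyan and yellow fluorescence · Control set – no-enzyme wells low, DMSO-plus-enzyme wells high control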
hIAP inh: human IAP inhibitors, primary screen, biochemical, luminescence, uHTS; Intestinal-type alkaline phosphatase (Homo sapiens), P09923; purified IAP, CDP-Star luminescence, 30 min; inhibition, % at 10 µM; 0.12% of 330,000 active;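 active = inhibition reaching a set limit with compound at 10 µM in the primary screen, cut at about 35% in these data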;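 note: plate controls were DMSO wells with enzyme for no effect and no-enzyme buffer wells for full effect; values of inactives mirror those of a sister screen read the other way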
hIAP act: human IAP activators, primary screen, biochemical, luminescence, uHTS; Intestinal-type alkaline phosphatase (Homo sapiens), P09923; purified human IAP, CDP-Star luminescence, 30 min; active compounds read high; 1 = vehicle-only enzyme, 0 = enzyme-free background; activation factor at 10 µM; 0.16% of 330,000 active; AID 2524, 2010;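 active = activation factor of the enzyme at least 2-fold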; note: the source names both 10 and 20 µM as test concentration; values of inactives mirror those of a sister screen read the other way
A3A deaminase: APOBEC3A ssDNA deaminase inhibitors, primary screen, selectivity assay for APOBEC3G inhibitor project, biochemical, FAM/TAMRA oligo cleavage fluorescence | DNA dC->dU-editing enzyme APOBEC-3A (Homo sapiens), P31941 | recombinant A3A, FAM/TAMRA ssDNA deamination fluorescence | inhibition, % at 20 µM | 0.41% of 330,000 active | AID 493011, 2011;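 active = at least 40% inhibition at 20 µM here, with at most 30% in a related deaminase screen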;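 note: plate controls were A3A with DMSO for no effect and wells lacking A3A enzyme for full effect; some results filed as inactive read as strong as hits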
Target sequence (P31941 whole entry, looked up): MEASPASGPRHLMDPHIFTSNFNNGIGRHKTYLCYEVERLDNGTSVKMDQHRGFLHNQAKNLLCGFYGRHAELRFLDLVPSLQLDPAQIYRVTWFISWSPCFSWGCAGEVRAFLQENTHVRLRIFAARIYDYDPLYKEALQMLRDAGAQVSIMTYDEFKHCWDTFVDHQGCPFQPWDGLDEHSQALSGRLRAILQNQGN
NALP3 yeast inh: NALP3 inflammasome inhibitors in reconstituted yeast, primary screen, luminescence, uHTS. inhibition, % at 10 µM. 0.39% of 330,000 active. Yeast reconstituted NLRP3/ASC/caspase-1, beta-gal luminescence, 24 h. AID 2825, 2010;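 active = inhibition of 50% or more; inactive = inhibition below 50%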;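 note: plate controls were induced DMSO wells for no effect and uninduced yeast grown without galactose for full effect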
Starred values were filed as active, the others as inactive. A portion of the library; rates above refer to the full screens.

O=C(O)c1ccc(Cl)cc1NC(=O)C1CCCO1 (stereo not given) was read as mIAP act 0.97, mIAP inh 2, beta cell repl 1, A3G deaminase -5, SENP1 inh 2, hIAP inh -2, hIAP act 1, A3A deaminase -1 and NALP3 yeast inh -2.
`CC(=O)Nc1ccc(S(=O)(=O)N2CCN(c3ncccn3)CC2)cc1` gave mIAP act 1, mIAP inh -3, beta cell repl 1, A3G deaminase 0, SENP1 inh 1, hIAP inh -1, hIAP act 1, A3A deaminase -2 and NALP3 yeast inh 16.
Screening COc1ccc(OC)c2[nH]c(=O)c(CCNC(=O)COc3ccccc3)cc12 returned mIAP act 0.94, mIAP inh 6, beta cell repl 0, A3G deaminase -2, SENP1 inh 4, hIAP inh 2, hIAP act 0.98, A3A deaminase 3 and NALP3 yeast inh 5.
For COc1ccccc1NC(=O)C/C(C)=N/NC(=O)COc1c(Br)cc(Br)cc1OC the results were mIAP act 0.8, mIAP inh 20, beta cell repl -1, A3G deaminase -11, SENP1 inh -2, hIAP inh 5, hIAP act 0.95, A3A deaminase -4 and NALP3 yeast inh 1.
For COc1ccc(-c2cc(C(F)(F)F)nc(SCCC(=O)NCc3ccco3)n2)cc1 the results were mIAP act 0.92, mIAP inh 8, beta cell repl -2, A3G deaminase -1, hIAP inh -7, hIAP act 1.1, A3A deaminase 4 and NALP3 yeast inh 16.
`Cc1nc(/C(N)=N/OC(=O)c2c(-c3ccccc3Cl)noc2C)cs1` gave mIAP act 1, mIAP inh -2, beta cell repl -3, A3G deaminase -1, SENP1 inh 1, hIAP inh 1, hIAP act 0.99, A3A deaminase 5 and NALP3 yeast inh 7.
`COc1ccc(-c2nc(-c3ccccc3)no2)c(OC)c1` gave mIAP act 0.94, mIAP inh 6, beta cell repl -5, A3G deaminase 1, SENP1 inh 3, hIAP inh 3, hIAP act 0.97, A3A deaminase 1 and NALP3 yeast inh 38.
For CCN(CC(=O)Nc1ccc(OC)cc1)C(=O)c1oc2c(Cl)cccc2c1C the results were mIAP act 1.1, mIAP inh -6, beta cell repl -3, A3G deaminase -6, SENP1 inh -3, hIAP inh 8, hIAP act 0.92, A3A deaminase 3 and NALP3 yeast inh 19.
For COc1cc(/C=N/NS(=O)(=O)c2ccc(C)cc2)ccc1OCc1cccc(C(=O)O)c1 the results were mIAP act 1.1, mIAP inh -13, beta cell repl -3, A3G deaminase 2, SENP1 inh 3, hIAP inh 1, hIAP act 0.99, A3A deaminase 6 and NALP3 yeast inh 8.
For Cc1cc(C)cc(-n2nnnc2SCC(=O)N2CCOCC2)c1 the results were mIAP act 0.97, mIAP inh 3, beta cell repl 0, A3G deaminase -3, SENP1 inh -1, hIAP inh -16, hIAP act 1.2, A3A deaminase -2 and NALP3 yeast inh 3.

Random excerpt: 4 entries already listed
For CCN(CC(=O)Nc1ccc(OC)cc1)C(=O)c1oc2c(Cl)cccc2c1C the results were mIAP act 1.1, mIAP inh -6, beta cell repl -3, A3G deaminase -6, SENP1 inh -3, hIAP inh 8, hIAP act 0.92, A3A deaminase 3 and NALP3 yeast inh 19.
`CC(=O)Nc1ccc(S(=O)(=O)N2CCN(c3ncccn3)CC2)cc1` gave mIAP act 1, mIAP inh -3, beta cell repl 1, A3G deaminase 0, SENP1 inh 1, hIAP inh -1, hIAP act 1, A3A deaminase -2 and NALP3 yeast inh 16.
`Cc1nc(/C(N)=N/OC(=O)c2c(-c3ccccc3Cl)noc2C)cs1` gave mIAP act 1, mIAP inh -2, beta cell repl -3, A3G deaminase -1, SENP1 inh 1, hIAP inh 1, hIAP act 0.99, A3A deaminase 5 and NALP3 yeast inh 7.
For COc1ccc(-c2cc(C(F)(F)F)nc(SCCC(=O)NCc3ccco3)n2)cc1 the results were mIAP act 0.92, mIAP inh 8, beta cell repl -2, A3G deaminase -1, hIAP inh -7, hIAP act 1.1, A3A deaminase 4 and NALP3 yeast inh 16.

(cont.)
`COc1ccc(C(=O)Nc2ccnn2C2CCN(C(=O)c3cc(C)on3)CC2)cc1` gave mIAP act 0.95, mIAP inh 5, beta cell repl 9, A3G deaminase -8, SENP1 inh -1, hIAP inh 2, hIAP act 0.97, A3A deaminase -2 and NALP3 yeast inh 15.
`CN(C(=O)CSc1nc2ccccc2c(=O)n1-c1ccc(F)cc1)C1CCS(=O)(=O)C1` (stereo not given) gave mIAP act 1, mIAP inh -4, beta cell repl 3, A3G deaminase -11, SENP1 inh 1, hIAP inh 7, hIAP act 0.93, A3A deaminase -7 and NALP3 yeast inh 1.
`COc1ccc(/C=N\NC(=O)COc2ccc(Cl)cc2Cl)c(C(=O)O)c1OC` gave mIAP act 0.94, mIAP inh 6, beta cell repl 0, A3G deaminase 10, SENP1 inh 3, hIAP inh 9, hIAP act 0.91, A3A deaminase 2 and NALP3 yeast inh 18.
Screening O=C(O)CSCC(=O)NCc1c(Cl)cccc1Oc1ccccc1 returned mIAP act 0.97, mIAP inh 3, beta cell repl -3, A3G deaminase -6, SENP1 inh 1, hIAP inh -20, hIAP act 1.2, A3A deaminase -3 and NALP3 yeast inh -6.
Cc1ccc(-c2cc(C(=O)N/N=C/c3cccnc3)c3ccccc3n2)cc1C was read as mIAP act 1, mIAP inh -1, beta cell repl -1, A3G deaminase -9, SENP1 inh 3, hIAP inh 6, hIAP act 0.94, A3A deaminase -5 and NALP3 yeast inh 16.
Cn1c(=O)c2c(nc(N3CCCCCC3)n2Cc2cccc3ccccc23)n(C)c1=O was read as mIAP act 0.98, mIAP inh 2, beta cell repl -3, A3G deaminase 1, SENP1 inh 2, hIAP inh 2, hIAP act 0.98, A3A deaminase 1 and NALP3 yeast inh 4.
COc1cc(C(=O)NCCNc2nc3c(C)c(C)ccc3cc2C#N)cc(OC)c1OC was read as mIAP act 0.98, mIAP inh 2, beta cell repl -4, A3G deaminase -6, SENP1 inh -93, hIAP inh 21, hIAP act 0.79, A3A deaminase -7 and NALP3 yeast inh 9.
For COc1ccccc1N1CCN(C(=O)c2ccc(S(=O)(=O)N3CCCC3)cc2)CC1 the results were mIAP act 1, mIAP inh 0, beta cell repl -1, A3G deaminase -8, SENP1 inh 0, hIAP inh 1, hIAP act 0.99, A3A deaminase -1 and NALP3 yeast inh 28.
Screening COc1ccccc1-c1cc(C(F)(F)F)nc(S(=O)(=O)CCCC(=O)Nc2cc(C)on2)n1 returned mIAP act 1.1, mIAP inh -12, beta cell repl -3, A3G deaminase -5, SENP1 inh -1, hIAP inh 2, hIAP act 0.98, A3A deaminase -5 and NALP3 yeast inh 9.
Screening COc1ccc(Cn2c(SC)nc3ccccc32)cc1[N+](=O)[O-] returned mIAP act 0.92, mIAP inh 8, beta cell repl -2, A3G deaminase -7, SENP1 inh 2, hIAP inh -24, hIAP act 1.2, A3A deaminase -1 and NALP3 yeast inh -1.
`O=C(NNC(=O)c1cc2cc(Br)ccc2oc1=O)c1ccc(O)cc1O` gave mIAP act 0.23, mIAP inh 77*, beta cell repl -4, A3G deaminase -8, SENP1 inh 12, hIAP inh -5, hIAP act 1.1, A3A deaminase 1 and NALP3 yeast inh 26.
Screening COc1ccc(S(=O)(=O)N2CCN(S(=O)(=O)c3ccc4c(c3)OCCO4)CC2)cc1 returned mIAP act 1.1, mIAP inh -5, beta cell repl -4, A3G deaminase 1, SENP1 inh 2, hIAP inh 11, hIAP act 0.89, A3A deaminase -1 and NALP3 yeast inh 20.
For Cn1cccc1P(=O)(c1cccn1C)c1cccn1C the results were mIAP act 1.1, mIAP inh -6, beta cell repl 0, A3G deaminase -1, SENP1 inh 1, hIAP inh -4, hIAP act 1, A3A deaminase -2 and NALP3 yeast inh 2.
For COc1ccc(N2CCN(S(=O)(=O)c3ccc4c(c3)NC(=O)CC(=O)N4)CC2)cc1 the results were mIAP act 1.1, mIAP inh -14, beta cell repl 1, A3G deaminase 1, SENP1 inh 2, hIAP inh -9, hIAP act 1.1, A3A deaminase -1 and NALP3 yeast inh 5.
Screening [O-]/[N+](=C\c1ccncc1)c1ccccc1 returned mIAP act 1, mIAP inh -3, beta cell repl -3, A3G deaminase -3, SENP1 inh 2, hIAP inh -19, hIAP act 1.2, A3A deaminase -6 and NALP3 yeast inh 5.
CC(Oc1ccccc1[N+](=O)[O-])C(=O)N/N=C/c1ccoc1 (stereo not given) was read as mIAP act 0.94, mIAP inh 6, beta cell repl 3, A3G deaminase -4, SENP1 inh 1, hIAP inh 7, hIAP act 0.93, A3A deaminase -4 and NALP3 yeast inh 15.
For Cc1cc(C)n(-c2nc(NC(C)(C)C)nc(NC(C)(C)C)n2)n1 the results were mIAP act 1.1, mIAP inh -7, beta cell repl -4, A3G deaminase -6, SENP1 inh 0, hIAP inh 18, hIAP act 0.82, A3A deaminase -3 and NALP3 yeast inh -15.
Screening CCOc1cc(/C=C(\C#N)C(N)=O)ccc1OCc1c(C)no[n+]1[O-] returned mIAP act 1.1, mIAP inh -10, beta cell repl 1, A3G deaminase -8, SENP1 inh -6, hIAP inh 7, hIAP act 0.93, A3A deaminase -2 and NALP3 yeast inh -13.
CCOC(=O)CSc1nc(C)c2ccccc2n1 was read as mIAP act 0.97, mIAP inh 3, beta cell repl 4, A3G deaminase -5, SENP1 inh -1, hIAP inh -5, hIAP act 1, A3A deaminase -1 and NALP3 yeast inh -4.
`CCOC(=O)CNC(=O)C(NC(=O)C1CCC(C)CC1)C(C)CC` (stereo not given) gave mIAP act 1, mIAP inh 0, beta cell repl 1, A3G deaminase -6, SENP1 inh 1, hIAP inh -30, hIAP act 1.3, A3A deaminase -8 and NALP3 yeast inh -3.
Screening COC(=O)c1ccc(CS(=O)(=O)c2ccccc2C)o1 returned mIAP act 0.97, mIAP inh 3, beta cell repl -2, A3G deaminase -4, SENP1 inh 2, hIAP inh 4, hIAP act 0.96, A3A deaminase 2 and NALP3 yeast inh 6.
Screening CC(C)c1ccc(/C=C/C(=O)CCC(=O)O)cc1 returned mIAP act 1, mIAP inh -2, beta cell repl 2, A3G deaminase -6, SENP1 inh 1, hIAP inh 14, hIAP act 0.86, A3A deaminase -3 and NALP3 yeast inh -1.
